Screens from PubChem.
All columns: NCI-60 one-dose screen, growth in % after 48 h at 10 µM unless noted; 100 = growth as untreated, 0 = no growth, -100 = all killed.
OVCAR-4 – OVCAR-4 ovarian cancer cells. actives 3.7% (n = 80,000). AID 1794784
ACHN – ACHN renal cancer; actives 4.9% (n = 81,000); AID 1794771
OVCAR-5 – OVCAR-5 ovarian cancer | actives 2.9% (n = 82,000) | AID 1794783
CAKI-1 – CAKI-1 renal cancer; actives 4.7% (n = 75,000)
A498 – A498 renal cancer cells | actives 5.4% (n = 76,000) | AID 1794774
OVCAR-3 – OVCAR-3 ovarian cancer. actives 7% (n = 79,000)
RXF 393 – RXF 393 renal cancer cells; actives 6.9% (n = 77,000); AID 1794773
OVCAR-8 – OVCAR-8 ovarian cancer | actives 4.4% (n = 81,000) | AID 1794782
Starred values were filed as active, the others as inactive; / = no result given. How the source made its calls: active means growth percent below 10; inactive means the rest.

cpd	smiles	A498	RXF 393	OVCAR-5	ACHN	OVCAR-4	OVCAR-8	CAKI-1	OVCAR-3
1	CCOC(=O)c1sc(NC(=O)/C=C/c2ccc(OC)c(OC)c2)nc1N1CCOCC1	78	90	110	71	78	/	66	79
2	COc1cc2c(c(OC)c1OC)CCC(c1cccc(NC(=O)c3ccccc3Br)c1)O2 (stereo not drawn)	83	103	101	96	85	93	99	100
3	CN(C)/N=C/C12C3CC(CC1C(C#N)(C#N)C2(C#N)C#N)C3(C)C (stereo not drawn)	85	106	100	105	105	102	/	111
4	O=CN1N=C(c2ccc(Cl)cc2)CC1c1cn(Cc2ccc(Cl)cc2)c2ccccc12 (stereo not drawn)	82	/	75	80	78	82	59	79
5	O=C1N=C(N2CCOCC2)S/C1=C/c1ccco1	83	116	101	97	109	103	87	107
6	CC(C)OC(=O)Nc1cccc(F)c1	89	98	98	104	95	100	92	/
7	CC(=O)c1ccccc1OC(F)(F)C(F)Cl (stereo not drawn)	109	96	117	106	118	112	104	112
8	COc1ccc(Cc2nnc3sc(SCC(=O)c4ccc(Cl)cc4)nn23)cc1	65	109	112	105	98	102	83	96
9	CC(CCCCl)CNC(C)C (stereo not drawn)	100	107	106	98	106	102	101	112
10	COc1ccc(C(=S)N2CCN(c3ccccc3C)CC2)cc1OC	97	98	108	94	99	100	73	101
11	C=C(CCCCCCCCC)CC(=O)SCCNC(=O)CCNC(=O)C(O)C(C)(C)COP(=O)(O)OP(=O)(O)OCC1OC(n2cnc3c(N)ncnc32)C(O)C1OP(=O)(O)O (stereo not drawn)	104	119	111	95	104	111	97	98
12	Cn1c2ccccc2c2c3c(c4c5cccnc5[nH]c4c21)C(=O)N(O)C3=O	109	59	104	18	71	46	24	55
13	CC1=NNC(=O)C1	/	137	122	107	95	97	89	114
14	O=c1cc(Cn2cnn(-c3ccccc3)c2=O)c2c(ccc3ccccc32)o1	91	90	93	102	97	90	85	102
15	O=c1[nH]c2c(cc1S(=O)(=O)c1ccccc1)CCCc1ccn(Cc3ccccc3)c1-2	81	106	96	100	120	95	94	108
16	CC(O)C(=O)OCCOCc1ccccc1 (stereo not drawn)	97	104	108	114	109	109	97	107
17	O=C(O)c1ccc(-c2nn(-c3ccc(C(=O)O)cc3)cc2CNc2ccc(Br)cc2)cc1	/	111	102	102	104	104	/	104
18	Cc1ccc(C(=O)/C(=C/c2ccc([N+](=O)[O-])cc2)SCc2ccc(Cl)cc2)cc1	81	95	85	91	59	/	75	48
19	COc1ccc(S(=O)(=O)NC(=O)NC2C(OC(C)=O)OC(COC(C)=O)C(OC(C)=O)C2OC(C)=O)cc1 (stereo not drawn)	90	110	100	101	108	97	89	111
20	N#C/C(Sc1nc2sc3c(c2c(=O)n1Cc1ccccc1)CCCC3)=C1/SC=C(c2ccc(Cl)cc2)N1c1ccccc1	120	91	84	93	93	62	91	112
21	Fc1ccc(CCOc2cccc(-c3nc4sccn4c3-c3ccccc3)c2)cc1	/	100	100	94	85	93	73	95
22	O=C(Oc1ccc(Cl)cc1Cl)C(=O)Oc1ccc(Cl)cc1Cl	113	106	107	110	116	99	/	107
23	Cc1cc(CNc2nc3ccc(OC/C(=C\F)CN)cc3o2)cc(C)n1	86	86	98	99	98	101	85	113
24	COc1cccc(-c2nc3sccn3c2-c2ccnc(NCCCNS(=O)(=O)c3ccccc3)c2)c1	58	64	92	27	28	18	28	39
25	O=C(NCCCN1C(=O)c2ccccc2C1=O)OCc1ccccc1	138	101	101	98	99	98	95	118
26	Cc1nnc(Nc2ccc(NC(=O)c3ccc(Cl)cc3)cc2)c2ccccc12	89	99	99	111	105	93	86	93
27	CN1C(=O)c2c3ccccc3nc3c2c1c(O)c1ccccc13	121	120	120	102	/	99	104	97
28	CSc1ccc(/C(=N/NC(N)=S)c2ccccc2)cc1	99	102	102	94	95	97	94	/
29	COc1cc(/C=C2\Oc3cc(OCCN4CCC(Cc5ccccc5)CC4)ccc3C2=O)cc(OC)c1	94	74	98	96	89	96	81	102
30	CCn1c(=N)sc2nc3ccccc3n2c1=O	108	108	99	98	104	91	99	113

Next section.
cpd	smiles	A498	RXF 393	OVCAR-5	ACHN	OVCAR-4	OVCAR-8	CAKI-1	OVCAR-3
31	CCN(CC)CCNc1ccc(OC)c2cccnc12	102	117	112	97	108	90	100	99
32	O=C(N/N=C/c1c[nH]c2ccccc12)Nc1ccc(F)cc1	103	59	90	72	78	82	51	81
33	O=C1Nc2ccccc2/C1=C/c1ccc[nH]1	89	80	79	84	30	93	77	82
34	N#Cc1c(-c2ccc(Cl)cc2)n2c(nc1=O)SC(=O)C2=O	90	107	109	104	111	103	96	121
35	CC(=O)O[C@@]1(c2cn(-c3ccc(C(=O)O)cc3)nn2)CC[C@H]2[C@@H]3CCC4=CC(=O)CC[C@@H]4[C@H]3CC[C@@]21C	157	107	96	100	77	90	96	106
36	COc1cc([C@H]2OC[C@H]3[C@@H]2CO[C@@H]3c2cc(OC)c(O)c(OC)c2)cc(OC)c1O	102	90	89	96	101	103	/	97
37	COc1ccc2nc(/C=C3\SC(=S)N(Cc4ccco4)C3=O)ccc2c1	84	110	92	100	96	96	86	98
38	OCCCc1ccccn1	122	111	103	110	96	109	107	113
39	Cc1ccc(/C=C2/C=C(c3ccccc3)OC2=O)cc1	91	118	103	100	111	108	95	105
40	CC1(C)CC(=O)c2c(nc(Nc3nc4ccccc4s3)nc2-c2ccc(Cl)cc2Cl)C1	98	105	100	90	86	89	82	95
41	O=C1CC(c2ccc3c(c2)OCO3)Nc2ccccc21 (stereo not drawn)	-11*	-22*	54	47	52	22	34	-20*
42	CSCOC(=O)/C(CCC=C(C)C)=C1\[C@@H](OC(C)=O)C[C@@]2(C)[C@H]1CC(=O)[C@H]1[C@@]3(C)CCNC(=O)[C@@H](C)[C@@H]3CC[C@@]12C	105	120	116	97	100	102	95	100
43	O=C(/C=C/c1c[nH]c2ccccc12)c1cc2ccccc2o1	102	114	101	103	101	99	/	93
44	O=C(Oc1c(Cl)c(Cl)c(Cl)c(Cl)c1Cl)c1ccc(Cl)cc1	89	131	101	93	90	98	87	102
45	CCCn1c(-c2cccc(OCCCCl)c2)nc2c1c(=O)n(C)c(=O)n2C	86	88	117	99	69	79	79	86
46	Cc1nc(Nc2ccc(S(=O)(=O)Nc3cc(C)on3)cc2)c2ccccc2n1	94	/	101	107	105	104	91	103
47	CCCCCc1cn(CC(=O)Nc2nc3ccccc3s2)nn1	125	118	100	103	113	100	87	104
48	COc1cccc2c(=O)c3c(sc12)c(Cl)nc1ccccc13	93	96	96	92	90	96	80	102
49	CC(=O)N1N=C(c2ccc(Nc3nc(Nc4ccccc4)nc(Nc4ccccc4)n3)cc2)CC1c1cccc([N+](=O)[O-])c1 (stereo not drawn)	94	-0.9*	88	94	91	93	92	98
50	COc1nc2c(c(=O)[nH]1)C(c1ccc(Oc3ccnc4cc(Cl)ccc34)c(OC)c1)C=C(c1cc(OC)c(OC)c(OC)c1)N2 (stereo not drawn)	82	106	93	102	106	97	94	108
51	COc1ccccc1NC(=O)c1ccccc1C	89	/	90	102	107	117	96	112
52	COc1cc(C=C2C(=O)N(C)C(=O)N(C)C2=O)cc(CN2CCN(C)CC2)c1O	103	107	99	98	105	107	96	109
53	CCOC(=O)C1(C)C(=O)CC2c3nc4ccccc4cc3CN2C1=O (stereo not drawn)	108	113	100	102	102	104	95	113
54	Cc1cc(F)ccc1S(=O)(=O)Nc1cc(-c2c(O)ccc3ccccc23)c(O)c2ccccc12	58	27	57	-8.0*	-8.2*	37	51	17
55	Cc1[nH]c(C2CC(c3cccs3)=NN2c2ccccc2)c(C)c1C(=O)O (stereo not drawn)	54	94	109	99	99	105	85	109
56	COc1cc(C)cc(OC)c1O	90	130	116	110	108	103	96	106
57	NC(=O)c1cc[n+](CC2=C(C(=O)O)N3C(=O)C(NC(=O)C(c4ccccc4)S(=O)(=O)[O-])C3SC2)cc1 (stereo not drawn)	93	/	103	97	107	109	83	122
58	O=[N+]([O-])/C(=C/C=C/c1ccccc1)c1ccccc1	50	35	88	11	77	78	51	1.9*
59	CCc1[nH]nc(-c2n[nH]c(CC)c2C)c1C	112	117	98	103	103	106	96	112
60	CC1(C)CC2C3=CCC4[C@@]5(C)CC/C(=N\O)C(C)(C)C5CC[C@@]4(C)[C@]3(C)CC[C@@]2(C(=O)O)[C@H](O)C1 (stereo partly drawn)	118	92	106	97	80	81	94	89
61	O=C(SSC(=O)c1ccccc1)c1ccccc1	95	/	/	/	98	103	99	120

Already shown: an excerpt of the list.
cpd	smiles	A498	RXF 393	OVCAR-5	ACHN	OVCAR-4	OVCAR-8	CAKI-1	OVCAR-3
49	CC(=O)N1N=C(c2ccc(Nc3nc(Nc4ccccc4)nc(Nc4ccccc4)n3)cc2)CC1c1cccc([N+](=O)[O-])c1 (stereo not drawn)	94	-0.9*	88	94	91	93	92	98
50	COc1nc2c(c(=O)[nH]1)C(c1ccc(Oc3ccnc4cc(Cl)ccc34)c(OC)c1)C=C(c1cc(OC)c(OC)c(OC)c1)N2 (stereo not drawn)	82	106	93	102	106	97	94	108
51	COc1ccccc1NC(=O)c1ccccc1C	89	/	90	102	107	117	96	112
52	COc1cc(C=C2C(=O)N(C)C(=O)N(C)C2=O)cc(CN2CCN(C)CC2)c1O	103	107	99	98	105	107	96	109
53	CCOC(=O)C1(C)C(=O)CC2c3nc4ccccc4cc3CN2C1=O (stereo not drawn)	108	113	100	102	102	104	95	113
54	Cc1cc(F)ccc1S(=O)(=O)Nc1cc(-c2c(O)ccc3ccccc23)c(O)c2ccccc12	58	27	57	-8.0*	-8.2*	37	51	17
55	Cc1[nH]c(C2CC(c3cccs3)=NN2c2ccccc2)c(C)c1C(=O)O (stereo not drawn)	54	94	109	99	99	105	85	109
56	COc1cc(C)cc(OC)c1O	90	130	116	110	108	103	96	106
57	NC(=O)c1cc[n+](CC2=C(C(=O)O)N3C(=O)C(NC(=O)C(c4ccccc4)S(=O)(=O)[O-])C3SC2)cc1 (stereo not drawn)	93	/	103	97	107	109	83	122
58	O=[N+]([O-])/C(=C/C=C/c1ccccc1)c1ccccc1	50	35	88	11	77	78	51	1.9*
59	CCc1[nH]nc(-c2n[nH]c(CC)c2C)c1C	112	117	98	103	103	106	96	112
60	CC1(C)CC2C3=CCC4[C@@]5(C)CC/C(=N\O)C(C)(C)C5CC[C@@]4(C)[C@]3(C)CC[C@@]2(C(=O)O)[C@H](O)C1 (stereo partly drawn)	118	92	106	97	80	81	94	89
61	O=C(SSC(=O)c1ccccc1)c1ccccc1	95	/	/	/	98	103	99	120

Outcome played no part in choosing rows (roughly 10% active in at least one column).
